Casp7 inh: caspase-7 (human) inhibition, allosteric or competitive. recombinant caspase-7, Ac-DEVD-AFC fluorescence rate. 75,000 compounds, 0.02% hits. Potency, µM (highest dose often 57.5 µM), for the others: at the top dose activity change, negative = inhibition, usual class: inhibitors; active = well fitted inhibition curve with a large enough effect in the main read-out, with a control signal flat, not every such curve was filed as active; inconclusive = small, poorly fitted or top-dose-only effect, or a change in a side signal; note: potency is the fitted concentration of half-maximal effect; % of control where 0% means no effect
Target sequence (P55210 24-198 limits assumed): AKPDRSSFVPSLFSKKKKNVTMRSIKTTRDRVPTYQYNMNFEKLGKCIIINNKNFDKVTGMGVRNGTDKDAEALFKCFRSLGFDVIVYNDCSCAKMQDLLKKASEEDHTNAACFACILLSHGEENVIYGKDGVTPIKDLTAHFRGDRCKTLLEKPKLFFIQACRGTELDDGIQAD
Target sequence (P55210 207-303 limits assumed): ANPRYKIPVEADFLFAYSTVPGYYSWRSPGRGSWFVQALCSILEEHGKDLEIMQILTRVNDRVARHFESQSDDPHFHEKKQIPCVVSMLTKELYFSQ
Rhodamine fluor: compound autofluorescence in rhodamine spectral region; 59,000 compounds, 0.05% hits; Rhodamine-region fluorescence, 547/598 nm, Tris buffer; active compounds read high; max dye-equivalent concentration, M; in the data active = max dye-equivalent concentration above about 11 nM; inconclusive = between about 1.1 nM and that limit
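qHTS spectral profiling of compounds without any target or enzyme present, in pH 8.0 Tris buffer; plates were read after a 15-minute room-temperature incubation using the rhodamine-region filter set.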
FLuc inh: firefly luciferase inhibition | P08659 | purified firefly luciferase, luminescence, 8 min | Potency, µM (doses to about 57.1 µM), for inactives: top-dose activity change, negative = inhibition, actives largely listed as inhibitors | 72,000 compounds, 2.2% hits | AID 411; note: potency is the fitted concentration of half-maximal effect; % is set by controls: 0 for no effect and ±100 for the full control effect; nearly all actives have a fitted effect of over 40% in size
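Luminescence read-out after 8 min at room temperature; enzyme reaction used luciferin plus 10 uM ATP (linear range) in imidazole buffer pH 7.2 with KCl, MgCl2, Tween 20 and BSA. Each sample was run as a titration.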
Tau filament bind: tau filament binding | Potency, µM (doses to about 57.1 µM), inactives show at the highest dose activity change, negative = inhibition | 71,000 compounds, 2% hits | P10636 | recombinant tau filaments, thioflavin S fluorescence, 15 h; filaments grown with octadecylsulfate alongside compound;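 note: potency is the fitted concentration of half-maximal effect; % is set by controls: 0 for no effect and ±100 for the full control effect; actives lower thioflavin S fluorescence by blocking filaments or displacing dye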
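Tau 2 uM in ThS buffer dispensed; compound added; 60 uM ODS added (finals 1 uM tau, 30 uM ODS); 15 h 37 C; fluor ex450/em510.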
USP2a inhib: USP2a (human) protease inhibition; 60,000 compounds, 0.1% hits; AID 927; Potency, µM (titrated, usually from 38.3 µM), without a hit: at the top dose activity change, negative = inhibition, most hits filed as inhibitors; USP2a enzymatic assay, qHTS inhibition;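 note: potency is the fitted concentration of half-maximal effect; nearly all actives have a fitted effect of over 60% in size; plate controls were DMSO for no effect and NEM full inhibition control for full effect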
Target sequence (O75604 whole entry, looked up): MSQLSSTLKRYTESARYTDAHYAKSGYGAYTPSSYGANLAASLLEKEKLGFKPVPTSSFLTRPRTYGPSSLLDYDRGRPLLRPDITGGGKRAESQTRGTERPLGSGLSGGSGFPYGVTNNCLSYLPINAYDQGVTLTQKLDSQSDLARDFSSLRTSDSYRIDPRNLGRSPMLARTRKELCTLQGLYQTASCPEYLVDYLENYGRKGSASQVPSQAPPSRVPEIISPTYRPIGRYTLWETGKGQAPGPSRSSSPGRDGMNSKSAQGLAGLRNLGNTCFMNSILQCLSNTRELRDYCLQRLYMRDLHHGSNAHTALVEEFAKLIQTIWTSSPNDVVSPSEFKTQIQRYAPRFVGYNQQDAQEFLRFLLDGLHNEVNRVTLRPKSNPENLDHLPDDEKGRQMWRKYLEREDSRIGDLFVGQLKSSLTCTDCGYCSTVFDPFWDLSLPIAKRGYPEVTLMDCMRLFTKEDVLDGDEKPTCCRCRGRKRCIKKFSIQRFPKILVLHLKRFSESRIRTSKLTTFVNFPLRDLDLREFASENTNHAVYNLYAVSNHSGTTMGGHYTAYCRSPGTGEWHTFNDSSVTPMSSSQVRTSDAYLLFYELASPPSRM
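Coupled readout: USP2-cleaved Ub-PLA2 (20nM final) turns over NBD C6-HPC (20uM final), Ex 460nm/Em 535nm after 2.5 h, time-zero read flagging artifacts. Enzyme (20nM final, pH 8.0 Tris) given 30 min RT with compound first; NEM defines full inhibition.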
ERK AVP inh: vasopressin-driven ERK pathway inhibition; AID 995; HEK293-V1b, vasopressin-stimulated pERK AlphaScreen; Potency, µM (highest dose often 57.5 µM), for the others: at the top dose activity, negative = inhibition, hits mostly inhibitors; 72,000 compounds, 0.99% hits; note: potency is the fitted concentration of half-maximal effect; % is set by controls: 0 for no effect and ±100 for the full control effect; nearly all actives have a fitted effect of over 55% in size
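Phosphorylated ERK1/2 detected via AlphaScreen bead proximity in lysates of V1b-expressing HEK293 cells given 25 nM vasopressin for 5 min after 30 min compound exposure (37 °C). AC50 from Hill equation; basal DMSO 0%, vasopressin 100%.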
Texas Red fluor: compound fluoresces in the Texas Red spectral region; Compound fluorescence, Texas Red channel, 547/618 nm; active compounds read high; max dye-equivalent concentration, M; 59,000 compounds, 0.06% hits; in the data active = max dye-equivalent concentration above about 10 nM; inconclusive = between about 1.1 nM and that limit
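Texas Red-region profiling: compounds in 100 mM Tris pH 8.0 were read at 547/618 nm after 15 min at room temperature. Intensities were normalized against a six-point Texas Red standard series to give dye-equivalent concentration.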
Fluorescein autfl: compound autofluorescence in fluorescein spectral region; AID 593; 59,000 compounds, 0.91% hits; Compound autofluorescence, 480/540 nm, fluorescein-equivalent; active compounds read high; max fluorescein-equivalent concentration, M; in the data active = max fluorescein-equivalent concentration above about 10 nM; inconclusive = between about 1.1 nM and that limit
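Read-out is intrinsic compound fluorescence at 480/540 nm (excitation/emission), expressed as dye-equivalent concentration using a fluorescein standard series run on every plate. Compounds sat 15 min at room temperature in 100 mM Tris, pH 8.0.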
HADH2 inh: HADH2 (human) dehydrogenase inhibition | recombinant HADH2, NADH fluorescence, beta-hydroxybutyryl-CoA | Q99714 | Potency, µM (highest dose often 57.1 µM), inactives show at the highest dose activity change, negative = inhibition, usual class: inhibitors | 73,000 compounds, 3.4% hits | AID 886; note: potency is the fitted concentration of half-maximal effect; % is set by controls: 0 for no effect and ±100 for the full control effect; nearly all actives have a fitted effect of over 60% in size; many of its hits are not listed in these tables
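Buffer 100 mM Tris-HCl pH 9.0/0.01% Tween-20; HADH2 20 nM; NAD+ 1 mM; beta-hydroxybutyryl-CoA 90 uM (all final). 15 min cpd preincubation, RT.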
Caspase-1 inhib: caspase-1 (human) inhibition, allosteric or competitive | Potency, µM (titrated, usually from 57.5 µM), inactives show at the highest dose activity change, negative = inhibition, usual class: inhibitors | P29466 | Caspase-1 enzyme, Ac-WEHD-AFC fluorogenic rate | 75,000 compounds, 0.03% hits;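 note: potency is the fitted concentration of half-maximal effect; plate controls were vehicle for no effect and no substrate for full effect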
HEK293 cAMP ctrl: counter-screen for TSHR agonists: cAMP increase in parental HEK293; parental HEK293 CNG cAMP sensor, membrane potential fluorescence; Potency, µM (titrated, usually from 57.1 µM), for the others: top-dose activation, usual class: activators; 73,000 compounds, 2.5% hits; AID 938; note: potency is the fitted concentration of half-maximal effect; % of control where 0% means no effect; nearly all actives have a fitted effect of over 55% in size
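Counterscreen for endogenous-receptor signalling: CNG-channel HEK 293 cells report cAMP rise by membrane depolarization. After 60 min dye equilibration with 100 uM RO 20-1724, compounds incubated 30 min before bottom-read fluorescence at 590 nm.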
* = called active by the depositor; i = inactive; ? = inconclusive; nt = no result given; & = joins results of further samples; [ ] = dose if it differs, or a comment. Unless noted, calls come from the whole dose curve; as a rule, active = well fitted curve in the direction sought with a large enough effect; inconclusive = small, poorly fitted or top-dose-only effect, or another doubt; inactive = no such curve, though single readings can be large; an effect the other way counts as inactive or inconclusive.

SMILES	Casp7 inh	Rhodamine fluor	FLuc inh	Tau filament bind	USP2a inhib	ERK AVP inh	Texas Red fluor	Fluorescein autfl	HADH2 inh	Caspase-1 inhib	HEK293 cAMP ctrl
CCN1CCN(C(=O)C2c3cc(OC)c(OC)cc3C(=O)N3CCc4ccccc4C23)CC1 (configuration not stated)	0%	i	2%	8%	10%	5%	i	i	10%	-2%	3%
COC(=O)CSc1nc2ccccc2nc1SCC(=O)OC	-3%	i	-10%	-8%	-6%	?	i	i	?	-1%	?
Cc1cc(C)n(-c2ccc(C(=O)Nc3nc4ccccc4s3)cc2)n1	0%[0.00368 µM]	i	-20%	145%	17%	1%	i	?	?	-1%	?
Cc1ccc2ncnc(NCCCN3CCOCC3)c2c1	3%	i	0%	-10%	-1%	22%	i	i	3%	-1%	9%
Cc1cccc2cc(CN(Cc3ccco3)S(=O)(=O)c3ccc4c(c3)OCCO4)c(=O)[nH]c12	-5%	i	-2%	16%	26%	10µM*	i	i	27%	-1%	6%
O=C(NCc1cccc(CNC(=O)c2ccco2)c1)c1ccco1	1%	nt	0%	4%	-4%	9%	nt	nt	-2%	-2%	11%
CCCCOc1cccc(C(=O)N(Cc2ccco2)C2CCS(=O)(=O)C2)c1 (configuration not stated)	-2%	i	4%	-14%	12%	2%	?	i	2%	-2%	?
COc1ccc(-c2cc(C(F)F)nc(-n3nc(C)cc3C)n2)cc1	-2%	i	-2%	39%	22%	-16%	i	i	32µM*	-2%	?
COCn1c2ccccc2c2nnc(C(C)=O)nc21	1%&-2%[11.5 µM]	nt	1%&-1%[11.4 µM]	nt	nt	3%&11%[11.5 µM]	nt	nt	1%&-2%[11.4 µM]	0%&-2%[11.5 µM]	0%&0%[11.4 µM]
CCC1(C)Cc2ccccc2-c2nc3n(c(=O)c21)CCCCC3 (configuration not stated)	-2%	i	1%	3%	-5%	-6%	i	?	4%	0%	12%
CCCN1CCN(CCCNC(=O)c2cc3c(=O)n(C)c4ccccc4c3n2C)CC1	-1%	nt	2%	127%	nt	-9%	nt	nt	-8%	0%	?
CO[C@H]1[C@H](O[C@H]2O[C@@H](C)[C@@H](O[C@@H]3C[C@](C)(O)[C@H](O)[C@H](C)O3)[C@@H](N(C)C)[C@@H]2O)[C@@H](CC=O)C[C@@H](C)[C@@H](O[C@H]2CC[C@H](N(C)C)[C@H](C)O2)/C=C\C=C/C[C@@H](C)OC(=O)C[C@H]1O	1%[25.7 µM]	i	-3%[25.5 µM]	1%[25.6 µM]	23%[17.1 µM]	-13%[25.7 µM]	?	?	-5%[25.6 µM]	-7%[25.7 µM]	1%[25.6 µM]
N#CCCn1c(=O)c(-c2cc(F)cc(F)c2)nc2cnc(Oc3ccccc3)nc21	-22%	i	2%[11.4 µM]	?	137%[activator]	?	i	i	?	?	-31%[inhibitor]
O=C1OC(c2ccccc2)=C/C1=C\N1CCOCC1	0%	i	-14%	-11%	-2%	22%	i	i	-15%	-2%	-2%
C=CCn1c(SCC(=O)Nc2nccs2)nnc1-c1cc2cccc(OC)c2o1	1%	i	0%	314%	7%	-6%	i	i	?	1%	?
c1ccc(OCCCn2nnc(-c3cccnc3)n2)cc1	0%	i	-2%	-5%	71%[activator]	-1%	i	i	6%	-1%	3%
CC(=O)C1=C(O)C(=O)N(CCN2CCOCC2)C1c1ccccc1 (configuration not stated)	1%[0.00368 µM]	i	-2%	9%	-6%	7%	i	?	?	-4%	-2%
COc1ccc(C(C)=O)cc1CN1C(=O)C(C)N(c2ccc(C)cc2)C1=O (configuration not stated)	-4%	i	0%	-1%	8%	-10%	i	?	32%[activator]	0%	15%
c1coc(Cn2c(SCc3nc4ccccc4[nH]3)nnc2-c2cccs2)c1	0%	i	6%	4%	-4%	-3%	i	i	1%	-1%	8%
N#C/C(=C\c1ccc(O)c(O)c1)C(=O)NCCc1ccccc1	-1%	i	0%	20%	-14%	?	i	?	-27%	2%	?
COC(=O)c1ccc(C)c(NC(=O)c2nn(C)c(=O)c3ccccc23)c1	6%	i	-36%	1%	-1%	-11%	?	?	14%	1%	7%
Clc1ccc2c(NC3CCC(N4CCCCC4)CC3)ccnc2c1 (configuration not stated)	0%[11.5 µM]	i	2%[11.4 µM]	126%[11.4 µM]	nt	-15%[11.5 µM]	i	i	22%[11.4 µM]	1%[11.5 µM]	22%[11.4 µM]
N#Cc1ccsc1NC(=O)c1cnccn1	0%	i	-3%	-17%	0%	1%	i	i	-3%	-2%	-2%
Cc1ccc(S(=O)(=O)C(F)(F)F)cc1NC(=O)c1cccnc1	-1%	i	0%	1%	8%	0%	?	i	-1%	0%	1%
O=C(Cc1cc(=O)[nH]c(=O)[nH]1)N1CCN(C(=O)c2ccco2)CC1	2%	nt	1%	-4%	nt	nt	nt	nt	6%	1%	?
Other results.
SMILES	Casp7 inh	Rhodamine fluor	FLuc inh	Tau filament bind	USP2a inhib	ERK AVP inh	Texas Red fluor	Fluorescein autfl	HADH2 inh	Caspase-1 inhib	HEK293 cAMP ctrl
CCc1ccc2c(c1)C(NC(C)=O)C(=O)N2CC (configuration not stated)	-2%	nt	1%	2%	nt	2%	nt	nt	8%	1%	20%
COc1ccc(Oc2c(C)oc3c(CN(C)C)c(O)ccc3c2=O)cc1	-3%	i	0%	-3%	1%	13%	?	?	?	-2%	1%
O=C(NCC1CCCO1)C1c2ccccc2C(=O)N1C1CCCCCCC1 (configuration not stated)	-2%	i	0%	-3%	5%	3%	?	i	5%	4%	?
NN(CC(=O)O)CC(=O)O	-1%[11.5 µM]	i	2%[11.4 µM]	2%[11.4 µM]	nt	7%[11.5 µM]	i	i	12%[11.4 µM]	-2%[11.5 µM]	-1%[11.4 µM]
Clc1ccc(-c2nnc3sc(-c4ccco4)nn23)c(Cl)c1	-1%	i	2%	5%	4%	3%	i	?	-3%	-2%	4%
COc1cccc(N2CCN(C(=O)CN(C)S(=O)(=O)c3ccc4c(c3)CCC(=O)N4)CC2)c1	0%	nt	-2%	1%	nt	9%	nt	nt	2%	0%	23%
CC(=O)c1cccc(N(CC(=O)N2CCOCC2)S(C)(=O)=O)c1	0%	i	0%	0%	-8%	-15%	i	i	2%	-6%	?
Cc1cc(NC(=O)CSc2nc(CCC3CCCC3)nc3ccccc23)no1	1%[0.00368 µM]	i	4%	32%	4%	15%	i	?	-4%	-1%	?
CC(C)C(=O)N(Cc1ccc2c(c1)OCO2)Cc1ccccn1	0%	i	2%	4%	6%	-14%	i	i	-13%	0%	16%
CCCCC(CC)CNC(=O)c1cccs1 (configuration not stated)	2%	nt	1%	-5%[11.4 µM]	3%[7.66 µM]	-2%	nt	nt	-3%[11.4 µM]	0%	?
O=C1CC(N2CCN(c3ccccc3)CC2)C(=O)N1CCc1ccccc1 (configuration not stated)	-3%	nt	1%	12%	7%	0%	nt	nt	-1%	-1%	5%
COc1ccc(COC(=O)N/N=C2/C[C@@H](O)[C@@H](O)[C@@H]3[C@@H]4C(=O)N(C[C@@H]5CCCO5)C(=O)[C@H]4CC[C@H]23)cc1	-11%[11.5 µM]	nt	0%[11.4 µM]	nt	nt	27%[11.5 µM]	nt	nt	-13%[11.4 µM]	-2%[11.5 µM]	9%[11.4 µM]
CCOC(=O)c1c(C)[nH]c(C(=O)Cn2nnc(-c3ccccc3)n2)c1C	-1%	i	4%	1%	18%	-2%	i	i	1%	-2%	24%
CCCCCCn1ccc(=N)cc1	-1%	i	1%	-3%	19%	-15%	i	?	7%	-2%	10%
COc1cccc(NS(=O)(=O)c2cn(C)c(=O)n(C)c2=O)c1	-11%	nt	2%	-3%	nt	nt	nt	nt	?	-8%	5%
Cc1ccc(OCCCn2c(CO)nc3ccccc32)cc1	0%	i	20µM*	5%	14%	-9%	i	i	4%	-1%	19%
O=S(=O)(NCCc1ccc2c(c1)OCCO2)c1cccs1	0%	i	6%	18%	5%	-14%	i	?	4%	1%	28%
CC1CCN(C(=O)Cn2c(=O)n(Cc3ccc4c(c3)OCO4)c(=O)c3ccccc32)CC1	-4%	i	-12%	9%	25%	-2%	?	i	-1%	2%	?
CC1CCN(CC(C)OC(=O)c2ccc3c(c2)OCCO3)CC1 (configuration not stated)	0%	nt	-22%	-19%	nt	-28%	nt	nt	-4%	1%	12%
Clc1ccc(Cn2ncc3c(N4CCCC4)ncnc32)cc1	-1%	i	-2%	5%	9%	-13%	i	?	15%	-1%	0%
O=C(NCCN1CCOCC1)c1cccc(S(=O)(=O)N2CCCCCC2)c1	2%	i	0%	-15%	4%	-11%	i	i	8%	1%	5%
Cc1nc2ccccc2n1CC(=O)OCC(=O)Nc1ccc2c(c1)OCCO2	0%	i	-2%	-24%	1%	?	i	?	17%	3%	?
CCOCCCNC(=O)C1CCCN1C(=O)NC1CCCCC1 (configuration not stated)	1%	i	3%	-12%	-15%	7%	i	i	11%	1%	?
O=C(Cn1cc(C(=O)c2cccs2)c2ccccc21)NCc1cccs1	-2%	i	-6%	4%	39%[activator]	-14%	i	i	-18%	-4%	19%
CC(C)(C)C(=O)CNS(=O)(=O)c1ccc(S(=O)(=O)NC2CCCC2)cc1	0%	i	0%	8%	4%	12%	?	i	19%	3%	7%

Only part of the results is shown, so the mix of outcomes need not match the whole.
